All columns: NCI-60 one-dose screen, growth in % after 48 h at 10 µM unless noted; 100 = growth as untreated, 0 = no growth, -100 = all killed.
NCI-H322M: NCI-H322M lung cancer; AID 1794733; 2.7% of 80,000 active
NCI-H226: NCI-H226 lung cancer | 3.5% of 79,000 active
OVCAR-4: OVCAR-4 ovarian cancer cells. 3.7% of 80,000 active
NCI-H522: NCI-H522 lung cancer; 8% of 78,000 active; AID 1794739
SK-OV-3: SK-OV-3 ovarian cancer cells; 3.2% of 80,000 active
IGROV1: IGROV1 ovarian cancer. 4.7% of 79,000 active
NCI-H23: NCI-H23 lung cancer | 4% of 80,000 active
NCI-H460: NCI-H460 lung cancer. 6.8% of 82,000 active. AID 1794736
NCI/ADR-RES: NCI/ADR-RES ovarian cells | 4.4% of 81,000 active | AID 1794790
An asterisk follows results filed as active; . = no result given; & = joins results of further samples; [ ] = dose if it differs, or a comment. Rule for the calls: active = growth percent below 10; inactive = the rest.

Every second line gives: NCI-H322M	NCI-H226	OVCAR-4	NCI-H522	SK-OV-3	IGROV1	NCI-H23	NCI-H460	NCI/ADR-RES
CCSc1nnc(-c2cnn3c2NC(c2ccccc2)C3)n1-c1cccc(F)c1 (stereo unspecified)
 : 80	93	88	81	91	95	100	108	97
C[C@]12CCC(=O)C=C1CC[C@@H]1[C@@H]2CC[C@]2(C)C3C(=O)CC4C(=O)N(Cc5ccccc5)C(=O)C4C3C[C@@H]12 (stereo partly specified)
 : 101	92	.	71	101	77	94	105	91
Cc1ccc(NC(=O)Cn2c(O)c(N=NC(=O)CNc3ccc(S(N)(=O)=O)cc3)c3ccccc32)cc1
 : 104	109	115	99	108	118	92	100	110
CCC1C(=O)COC1=O (stereo unspecified)
 : 104	100	105	78	71	104	96	105	88
COc1cc(C(=O)O)cc(Br)c1O
 : 109	94	105	88	67	110	100	105	103
COc1cc2oc(-c3cccc(N)c3)cc(=O)c2c(OC)c1OC
 : 102	100	100	97	125	107	110	106	106
COc1cc(OC)cc(C(=O)C[n+]2cccc3cc[nH]c32)c1
 : 93	94	99	93	104	94	95	101	101
CCCC(=O)c1cc(C)cs1
 : 106	104	113	110	104	113	107	104	105
O=C(O)c1cc(N2C(=O)C=CC2=O)cc(N2C(=O)C=CC2=O)c1
 : 130	.	103	100	116	121	105	111	107
O=C(NCCc1ccccc1)c1ccc2c(c1)nc(-c1ccccc1)n2C1CCCCC1
 : 82	100	91	63	91	93	92	74	86
COc1ccc(OC)c(Nc2nc(-c3c(C)nc4sccn34)cs2)c1
 : 94	66	78	79	103	91	70	62	78
C/C=C/C(/C=C/C)(C(=O)OCCN(CC)CC)C(/C=C/C)(/C=C/C)C(=O)OCCN(CC)CC
 : 91	93	106	.	110	111	103	112	104
C/C(=C\CCc1ccoc1)CC/C=C(\C)CCCN1CCSCC1
 : 7.9*	80	75	.	85	94	65	10	74
COc1ccccc1/C(C)=N/NC(=O)CSc1nc2ccccc2c(=O)n1CCc1ccc(S(N)(=O)=O)cc1
 : 102	101	87	80	133	96	102	101	101
COc1ccc(N=Nc2cc(OC)c(OC)c(OC)c2)cc1
 : .	92	100	57	78	63	77	88	91
CC(=O)OC[C@]12CCC(C)(C)C[C@H]1[C@@]1(O)[C@H](O)C[C@@H]3[C@@]4(C)CCCNC(C)(C)[C@@H]4CC[C@@]3(C)[C@]1(C)CC2
 : 98	102	120	94	111	107	106	110	113
O=S(=O)(O)c1cc(O)c2ccc(Nc3ccc4c(O)cc(S(=O)(=O)O)cc4c3)cc2c1
 : 113	106&103	107&100	85	92&103	107&116	105&103	105&101	107&113
N#Cc1c(-c2ccc(Cl)cc2)nc(N2NC(=O)CC2=N)nc1N1CCOCC1
 : 97	96	103	86	92	98	89	99	98
CCC(C)NC(=O)c1ccc(C)cc1 (stereo unspecified)
 : 118	90	103	78	92	111	104	109	102
Cc1ccc(/C=C2\Oc3cc(C)c(Cl)c(C)c3C2=O)cc1
 : 94	89	93	85	.	64	86	101	98
O=C(N/N=C/c1cccc(Oc2ccccc2)c1)c1ccc(Br)o1
 : 121	88	103	68	104	.	91	99	85
CCOC(=O)C(Cl)c1cccc(OC)c1OC (stereo unspecified)
 : 101	111	113	98	120	97	101	104	108
COc1ccc2c(c1)C(=O)/C(=C/c1cccc(OCC(=O)Nc3nc4c(s3)CCCC4)c1)O2
 : 82	101	8.8*	-50*	119	-47*	-49*	71	10
Cc1cccc(C(=O)O)c1[N+](=O)[O-]
 : 100	101	103	89	95	99	97	119	98
Nc1nc(N)c2c(ccc3nccc32)[nH]1
 : 61	123	66	38	59	.	50	20	53
COC(=O)C1CCc2sc3ncnc(Nc4cn[nH]c4C(=O)Nc4ccc(CN5CCN(C)CC5)cc4)c3c21 (stereo unspecified)
 : 8.7*	15	24	-1.4*	6.4*	4.9*	-9.6*	-59*	54
CC(=O)Nc1ccccc1C(C)=O
 : 106	103	100	100	106	121	108	118	111
O/N=C\c1c(-c2ccccc2)[nH]c2ccccc12
 : 103	85	82	87	119	.	81	102	95
Nc1nc2nc(N=Nc3ccc(Cl)cc3)[nH]c2c(=O)[nH]1
 : 104	98	113	81	105	105	92	107	98
C[n+]1ccc(Nc2ccc(NC(=O)c3ccc(Nc4cc[n+](C)c5ccc(N)cc45)cc3)cc2)cc1
 : 146	83	103	109	99	.	104	83	99
NCCCC[C@H](NC(=O)[C@@H]1CCCN1C(=O)Cc1cccc2ccccc12)C(=O)N[C@@H](CCCN=C(N)N)C(N)=O
 : 90	112	103	102	109	99	89	106	92
CS(=O)(=O)c1ccc(-c2ccc3nc(N)n(-c4ccc(C(F)(F)F)cc4)c(=O)c3c2)cc1
 : 109	92	102	88	103	103	95	101	100
COc1ccc(-c2nc3ccc(-c4nnc(SCC(=O)Nc5ccc(Br)cc5)o4)cc3[nH]2)cc1
 : 97	92	97	84	108	100	92	103	101
CCOC(=O)c1cn2c3c(cccc3c1=O)C(=O)/C(=C/c1cccc(Cl)c1Cl)C2
 : 97	83	100	73	86	100	93	107	101
COc1ccc(-c2nc3sc(-c4ccc(OC)cc4)c(-c4ccc(OC)cc4)n3c2/C=C/c2ccc(C(C)C)cc2)cc1
 : 96	91	91	76	97	111	96	101	106
CC(=O)c1cccc(N)c1
 : 97	95	97	101	114	105	101	105	106
N#Cc1c(N=Cc2ccc(N3CCOCC3)cc2)oc(-c2ccccc2)c1-c1ccccc1
 : 103	97	98	91	118	99	97	103	104
COc1cc2c(cc1OC)C(C(CCCCCC(CCC(C)C)C1NCCc3cc(OC)c(OC)cc31)CCC(C)C)NCC2 (stereo unspecified)
 : .	-76*	-100*	-95*	-100*	.	-87*	-80*	-96*
CCOC(=O)N/N=C/c1ccc([N+](=O)[O-])cc1
 : 110	107	103	88	98	112	98	102	102
O=S(OCC1COS(=O)O1)OCC1COS(=O)O1 (stereo unspecified)
 : 113	114	107	108	117	119	116	106	105

12 structures already listed, ordered by heavy-atom count, ascending.
Every second line gives: NCI-H322M	NCI-H226	OVCAR-4	NCI-H522	SK-OV-3	IGROV1	NCI-H23	NCI-H460	NCI/ADR-RES
CC(=O)Nc1ccccc1C(C)=O
 : 106	103	100	100	106	121	108	118	111
CCOC(=O)N/N=C/c1ccc([N+](=O)[O-])cc1
 : 110	107	103	88	98	112	98	102	102
O/N=C\c1c(-c2ccccc2)[nH]c2ccccc12
 : 103	85	82	87	119	.	81	102	95
Nc1nc2nc(N=Nc3ccc(Cl)cc3)[nH]c2c(=O)[nH]1
 : 104	98	113	81	105	105	92	107	98
CCOC(=O)c1cn2c3c(cccc3c1=O)C(=O)/C(=C/c1cccc(Cl)c1Cl)C2
 : 97	83	100	73	86	100	93	107	101
CS(=O)(=O)c1ccc(-c2ccc3nc(N)n(-c4ccc(C(F)(F)F)cc4)c(=O)c3c2)cc1
 : 109	92	102	88	103	103	95	101	100
COc1ccc2c(c1)C(=O)/C(=C/c1cccc(OCC(=O)Nc3nc4c(s3)CCCC4)c1)O2
 : 82	101	8.8*	-50*	119	-47*	-49*	71	10
COc1ccc(-c2nc3ccc(-c4nnc(SCC(=O)Nc5ccc(Br)cc5)o4)cc3[nH]2)cc1
 : 97	92	97	84	108	100	92	103	101
C[n+]1ccc(Nc2ccc(NC(=O)c3ccc(Nc4cc[n+](C)c5ccc(N)cc45)cc3)cc2)cc1
 : 146	83	103	109	99	.	104	83	99
COC(=O)C1CCc2sc3ncnc(Nc4cn[nH]c4C(=O)Nc4ccc(CN5CCN(C)CC5)cc4)c3c21 (stereo unspecified)
 : 8.7*	15	24	-1.4*	6.4*	4.9*	-9.6*	-59*	54
COc1ccc(-c2nc3sc(-c4ccc(OC)cc4)c(-c4ccc(OC)cc4)n3c2/C=C/c2ccc(C(C)C)cc2)cc1
 : 96	91	91	76	97	111	96	101	106
COc1cc2c(cc1OC)C(C(CCCCCC(CCC(C)C)C1NCCc3cc(OC)c(OC)cc31)CCC(C)C)NCC2 (stereo unspecified)
 : .	-76*	-100*	-95*	-100*	.	-87*	-80*	-96*

Other results follow:
Molecule	NCI-H322M	NCI-H226	OVCAR-4	NCI-H522	SK-OV-3	IGROV1	NCI-H23	NCI-H460	NCI/ADR-RES
O=C(O)c1cc(NCc2cccc(Cl)c2)ccc1N1CCOCC1	104	102	111	101	110	110	104	117	103
CNC(=O)c1cc(Oc2ccc3c(c2)sc2nc(-c4ccc(OC)cc4)cn23)ccn1	57	62	66	38	17	83	41	6.8*	71
CCOC(=O)NCCCCNC(=O)OCC	95	95	110	.	99	103	114	110	109
N#Cc1ccccc1NC(=O)Nc1ccc(Cl)cc1Cl	88[100 µM]	78[100 µM]	83[100 µM]	80[100 µM]	105[100 µM]	86[100 µM]	91[100 µM]	97[100 µM]	94[100 µM]
Cc1ccc(C(=O)CSc2nc3ccc(C)cc3c(=O)n2-c2ccccc2)cc1	100	98	100	91	99	105	102	96	94
O=C(O)/C=C/c1c(Cl)n(Cc2ccc(Cl)cc2)c2ccccc12	108	102	112	86	117	83	101	110	103
O=C(O)CN(CC(=O)O)C1CCCCC1N(CC(=O)O)CC(=O)O (stereo unspecified)	102	92	96	97	94	90	91	106	.
COc1ccc(-c2cc(-c3cnccn3)nc(N)c2C#N)cc1OC	97	87	116	51	88	104	102	107	100
CC(C)(C)c1cc(O)c(O)c(C(C)(C)C)c1	64	76	.	0.2*	67	50	48	15	52
CCN(CC)c1ccc(N=Nc2ccc(C)cc2)cc1	102	101	97	90	107	126	90	.	105
Cc1ccc(O)cc1	105&97	99&90	122&105	110&106	102&110	106&112	98&102	110&115	107&104
Cc1[nH]c(C2CC(c3cccs3)=NN2C)c(C)c1C(=O)NCC(F)(F)F (stereo unspecified)	103	106	112	97	114	89	104	103	106
N=C(c1cccs1)c1ccccc1Cc1ccccc1	88	92	87	90	96	82	101	101	92
O=C(Nc1ccccc1)Oc1ccc(Br)cc1Br	85	101	114	87	96	107	95	111	104
FC(F)Oc1ccc(C(Nc2ccc(Br)cc2)c2nnnn2C2CCCCC2)cc1OCC1CC1 (stereo unspecified)	94	90	84	69	109	92	95	78	82
Cc1cccc(OCC(O)CN2CCOCC2)c1 (stereo unspecified)	108	95	103	100	.	116	101	104	105
O=C(Nc1ccccc1)c1ccc2c(c1)nc(-c1ccc([N+](=O)[O-])cc1)n2C1CCCCC1	67	76	79	66	89	78	81	89	95
C=C(C)C[C@@]1(C(=O)OC)C(=O)[C@H](C)CC2[C@@]3(C)CC[C@H](O)C(C)(C)C3CC[C@]21C (stereo partly specified)	99	93	100	84	104	97	102	110	97
O=C1Nc2cc(Cl)ccc2/C1=C/c1cccc(OCc2ccc(Br)cc2F)c1	54	37	39	-2.7*	41	20	28	0.9*	-35*
COCc1cc2c(cn1)CN(C(=O)Nc1nc(-c3cncs3)ccc1N)C2	99	114	111	96	92	86	100	100	107
COc1ccc(-c2cnc3sc(C(=O)NN)c(C)n23)cc1	100	93	77	95	109	113	96	105	101
O=C(NC(Cc1ccccc1)C(=O)CCl)OCc1ccccc1 (stereo unspecified)	111	54	63	6.6*	88	88	69	70	75
CSc1nc2c(c(=O)n1C)C1(C(=O)N(C)c3ccccc31)c1c(nc(SC)n(C)c1=O)N2	98	97	112	114	121	109	99	103	102
CN1c2ccccc2Sc2c(C(=O)O)cccc21	98	100	105	71	97	101	100	104	104
COc1cc(-c2cc(-c3ccccc3)[nH]c(=O)c2C#N)cc(OC)c1OC	107	91	95	108	108	97	102	102	101
COc1ccc2c(c1)[n+]([O-])c(C(=O)/C=C/C=C(\Cl)c1cc(OC)c(OC)c(OC)c1)c(C)[n+]2[O-]	87	103	108	57	38	65	80	102	91
CCOC(=O)c1cnc2ccccc2c1Nc1cccc(S(N)(=O)=O)c1	106	99	.	99	97	92	107	107	101
Cn1cc(-c2csc(-c3c[nH]c4ccccc34)n2)c2ccnc(Cl)c21	89	61	49	53	94	92	87	74	82
C/C(=C(/C)c1ccc(O)cc1)c1ccc(O)cc1	82	86	105	81	92	94	90	88	80
Oc1cc(Cl)c(O)c(-c2ccccc2)c1Cl	94	107	103	34	98	102	100	113	107

Random excerpt: two records from the list
Molecule	NCI-H322M	NCI-H226	OVCAR-4	NCI-H522	SK-OV-3	IGROV1	NCI-H23	NCI-H460	NCI/ADR-RES
CCOC(=O)c1cnc2ccccc2c1Nc1cccc(S(N)(=O)=O)c1	106	99	.	99	97	92	107	107	101
O=C(NC(Cc1ccccc1)C(=O)CCl)OCc1ccccc1 (stereo unspecified)	111	54	63	6.6*	88	88	69	70	75

High-throughput results as filed in PubChem.
